Screening data as filed in PubChem BioAssay.
BoNT-F LC inh – BoNT F light chain protease inhibition; inhibition, % at 10 µM; Multiplex microsphere protease cleavage assay, flow cytometry; AID 588497; hit rate 0.22% among 360,000; in the data active = inhibition above about 35%, passing the limit was not always enough; inconclusive = no clear call, values can overlap the other calls; note: plate controls were buffer without enzyme for full effect and enzyme alone for no effect
MazEF act – activators of E. coli MazEF toxin-antitoxin RNase. P0AE70. FAM/BHQ RNA-DNA oligo cleavage fluorescence, 5 h. activation, % at 20 µM. hit rate 0.32% among 350,000. AID 504720; in the data active = activation above about 50%
Target sequence (P0AE70 whole entry, looked up): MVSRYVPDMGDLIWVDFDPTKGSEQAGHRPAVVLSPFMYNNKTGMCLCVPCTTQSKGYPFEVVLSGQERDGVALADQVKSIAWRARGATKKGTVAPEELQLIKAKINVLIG
Mtb BioA inh – BioA (M. tuberculosis) enzyme inhibition; purified M. tuberculosis BioA enzyme, plate reader; inhibition, % at 9.99 µM; hit rate 0.096% among 360,000; AID 602481; in the data active = inhibition above about 40%; inconclusive = no clear call, values can overlap the other calls
GDH-TPI counter – inhibits GDH-TPI coupling enzymes, artifact for Mtb FBA screen | AID 588335 | GDH-TPI coupled enzyme counterscreen, NADH absorbance | inhibition, % at 4.8 µM | hit rate 1.2% among 360,000; in the data active = inhibition above about 30%;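 note: 0% = DMSO wells and 100% = wells lacking the enzyme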
Mtb FBA inh – inhibits M. tuberculosis FBA enzyme | P9WQA3 | purified M. tuberculosis FBA, fluorescence read-out | inhibition, % at 1 µM | hit rate 2.3% among 360,000; in the data active = inhibition above about 27%;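 note: 0% = vehicle and 100% = reference inhibitor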
Target sequence (P9WQA3 whole entry, looked up): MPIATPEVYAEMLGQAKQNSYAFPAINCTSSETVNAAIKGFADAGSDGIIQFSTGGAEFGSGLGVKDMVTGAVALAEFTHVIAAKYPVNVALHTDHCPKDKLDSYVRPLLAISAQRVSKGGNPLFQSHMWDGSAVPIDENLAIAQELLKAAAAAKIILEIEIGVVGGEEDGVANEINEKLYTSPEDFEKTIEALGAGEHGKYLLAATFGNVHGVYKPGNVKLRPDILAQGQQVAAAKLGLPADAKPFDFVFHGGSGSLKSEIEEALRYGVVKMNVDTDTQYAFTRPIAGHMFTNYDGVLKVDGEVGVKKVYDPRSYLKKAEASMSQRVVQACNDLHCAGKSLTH
Rv3671c inh – inhibitors of M. tuberculosis serine protease Rv3671c | P9WHR9 | inhibition, % at 5.96 µM | hit rate 0.048% among 320,000; in the data active = inhibition above about 38%;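 note: extracellular domain of Rv3671c used as enzyme; 0% = enzyme with DMSO and 100% = no enzyme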
UGM FP inh – inhibitors of M. tuberculosis UDP-galactopyranose mutase; hit rate 0.06% among 320,000; inhibition, % at 10 µM; purified UGM, fluorescence polarization probe displacement; AID 504406; in the data active = inhibition above about 10%, passing the limit was not always enough; inconclusive = no clear call, values can overlap the other calls
Target sequence (P9WIQ1 whole entry, looked up): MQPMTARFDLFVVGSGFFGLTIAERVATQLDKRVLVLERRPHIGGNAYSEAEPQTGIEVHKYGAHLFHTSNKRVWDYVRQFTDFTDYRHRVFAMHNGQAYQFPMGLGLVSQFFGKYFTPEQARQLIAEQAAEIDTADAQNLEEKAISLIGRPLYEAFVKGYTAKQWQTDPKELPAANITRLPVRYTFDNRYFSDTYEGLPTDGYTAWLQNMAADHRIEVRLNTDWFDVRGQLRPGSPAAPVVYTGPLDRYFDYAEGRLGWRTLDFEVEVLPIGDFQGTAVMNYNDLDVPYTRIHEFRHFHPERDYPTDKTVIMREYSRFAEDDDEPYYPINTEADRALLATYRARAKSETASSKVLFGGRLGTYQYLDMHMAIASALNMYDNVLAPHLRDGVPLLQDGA
PrPC surface inh – inhibitors of human cell surface prion protein PrPC; TR-FRET read-out; hit rate 0.43% among 370,000; AID 720596; P04156; inhibition, % at 13.8 µM; in the data active = inhibition above about 24%; note: 0% = median of the test wells and 100% = reference compound wells
FadD28 FP inh – M. tuberculosis FadD28 bisubstrate binding inhibition | FadD28 bisubstrate probe binding, fluorescence polarization | inhibition, % at 12.5 µM | hit rate 0.22% among 360,000; in the data active = inhibition above about 8.5%, passing the limit was not always enough; inconclusive = no clear call, values can overlap the other calls
* hit, by the source's call; ? = inconclusive; · = not tested or not shown; + = active, no number; & = joins results of further samples.

Preview:
SMILES	BoNT-F LC inh	MazEF act	Mtb BioA inh	GDH-TPI counter	Mtb FBA inh	Rv3671c inh	UGM FP inh	PrPC surface inh	FadD28 FP inh
O=[N+]([O-])c1cc([N+](=O)[O-])c2cc3ccccc3nc2c1	?	37	-1.0	4	0	3	3.0	1	-3.0
O=C(NC(=S)N1CCN(c2ccccn2)CC1)c1ccco1	1	1	-1.5	6	1	4	1.6	-1	-2.0
NC(=O)c1coc(-c2ccccc2)n1	-5	1	·	-7	2	-1	0.6	1	-0.1

Results, previewed entries included:
SMILES	BoNT-F LC inh	MazEF act	Mtb BioA inh	GDH-TPI counter	Mtb FBA inh	Rv3671c inh	UGM FP inh	PrPC surface inh	FadD28 FP inh
O=[N+]([O-])c1cc([N+](=O)[O-])c2cc3ccccc3nc2c1	?	37	-1.0	4	0	3	3.0	1	-3.0
O=C(NC(=S)N1CCN(c2ccccn2)CC1)c1ccco1	1	1	-1.5	6	1	4	1.6	-1	-2.0
NC(=O)c1coc(-c2ccccc2)n1	-5	1	·	-7	2	-1	0.6	1	-0.1
COc1ccc(CCNC(=O)CN2CCC(C(N)=O)CC2)cc1	3	-1	·	2	-1	0	-1.4	-3	-0.2
COc1ccc(N2CC(=O)N(c3ccccc3)C2=S)cc1	3	0	-0.8	-11	-4	-7	-1.0	3	-4.0
CCC(Oc1ccccc1)C(=O)Nc1ccc(S(=O)(=O)Nc2ncccn2)cc1 (stereo not given)	5	2	-6.1	4	2	-20	-3.2	-1	·
O=C(CSc1ncccn1)NCc1ccc(Cl)cc1	-2	-7	·	-3	-1	-5	-0.4	5	-0.4
CCOCCc1nnc(NC(=O)c2cc(OC)c(OC)c(OC)c2)s1	-7	7	-0.9	4	-4	-4	-1.4	1	-1.3
COC(=O)C1(Cc2cc(-c3ccc(OC)cc3OC)no2)CCN(C(=O)OC(C)(C)C)CC1	0	6	0.3	-5	4	-19	-1.0	10	-3.9
Cc1cccnc1NC(=O)c1ccc2c(c1)NC(=O)C(C)S2 (stereo not given)	·	-4	-0.8	3	-3	-4	5.5	4	-0.3
CC(C)c1ccc(NC(=O)c2cc([N+](=O)[O-])ccc2N2CCOCC2)cc1	1	2	2.5	-3	-2	-8	1.4	0	7.7
C=CCN1C(=O)c2ccc(C(=O)N(C)CC(=O)Nc3cccc(F)c3)cc2C1=O	6	4	1.3	2	1	1	-1.3	2	-1.1
Cn1nc(-c2ccc(Cl)cc2)c2cc(C(=O)NCC3CCCO3)sc21 (stereo not given)	6	10	4.0	7	63*	-16	-1.1	-2	-2.0
CC(C)c1nnc(SCc2ccc(CSc3nnc(C(C)C)n3N)cc2)n1N	9	-6	-1.5	6	0	-2	2.5	0	-1.2
O=C(C1CCC(Cn2c(=O)[nH]c3ccccc3c2=O)CC1)N1CCN(c2ccccc2)CC1 (stereo not given)	3	10	0.4	1	-1	-1	1.5	0	-4.7
CCOC(=O)C1=CCN(S(=O)(=O)c2ccc(F)cc2)C1c1cccc(C)c1 (stereo not given)	7	·	-0.3	·	3	·	·	4	0.2
C[C@@H]1CN([C@H](C)CO)C(=O)c2c(c3ccccc3n2C)-c2ccccc2CO[C@@H]1CN(C)C(=O)Nc1ccccc1C(F)(F)F	1	10	0.0	-9	1	·	·	7	-1.3
O=S(=O)(Nc1nc2ccc(Cl)cc2s1)c1cccs1	2	1	-1.6	1	-1	0	0.1	·	1.5
N/C(Cc1ccc([N+](=O)[O-])cc1)=N\OC(=O)c1cccc(Br)c1	1	3	·	-4	1	1	-1.5	-5	-4.6
O=C(N/N=C/c1c[nH]c2ccc(Br)cc12)c1ccccn1	-4	8	·	10	0	4	1.9	-10	-3.5
Cc1cc(C)cc(C(=O)NCCn2cc(SCC(=O)N3CCOCC3)c3ccccc32)c1	-1	5	1.4	-2	-1	3	5.5	6	-4.0
O=C(Oc1ccccc1-c1nnco1)c1ccccc1	1	-4	2.8	-6	-1	-1	-0.7	-1	-4.9
Cn1c(=O)oc2cc(S(=O)(=O)Nc3cccc(C(=O)O)c3)ccc21	-4	-5	-0.3	-8	2	5	0.7	-7	-3.5
C=CCn1c(-c2cc(-c3ccc(C)cc3)nc3ccccc23)n[nH]c1=S	-1	-4	·	1	-4	0	4.1	3	-5.9
Cc1cnc(NC(=O)c2sc3ccccc3c2Cl)s1	-16	-6	·	7	4	-7	-4.0	1	-1.8
The listing continues:
SMILES	BoNT-F LC inh	MazEF act	Mtb BioA inh	GDH-TPI counter	Mtb FBA inh	Rv3671c inh	UGM FP inh	PrPC surface inh	FadD28 FP inh
Cc1ccc(/C=C/C(=O)Nc2ccc([N+](=O)[O-])cc2)o1	0	5	-1.6	22	-2	-14	-1.5	-4	-4.9
CCCCn1c(=O)c(C(C)=O)c(O)c2ccccc21	-4	2	1.0	-4	4	-4	0.3	9	-3.6
CCC(Oc1ccccc1)C(=O)NC1CCCCCC1 (stereo not given)	1	1	0.0	-5	-1	-7	2.3	7	-4.2
CN(Cc1ccccc1)c1oc(-c2ccco2)nc1C#N	10	-7	6.2	16	67*	0	0.4	4	0.4
CCc1nnc(NC(=O)CCc2c[nH]c3ccccc23)s1	-14	-5	-1.8	10	0	8	3.6	2	-0.3
O=C(O)COc1ccc(Br)cc1/C=N/O	-3	-1	·	8	2	5	2.1	1	0.7
Cc1ccc(C(C(=O)NC2CCCCC2)N(Cc2cccnc2)C(=O)C2COc3ccccc3O2)o1 (stereo not given)	2	5	-0.6	5	1	-3	0.5	1	-2.4
N#Cc1ccc(C(=O)N2CCC3CC2c2cc(-c4ccccc4)ccc23)cc1 (stereo not given)	-6	-3	0.8	-10	-2	·	·	-3	-7.0
O=C(c1cccs1)N(Cc1ccco1)c1nc(-c2ccc(F)cc2)cs1	2	-2	2.8	8	4	-12	-0.8	2	-1.2
Cc1ccc(N2CCOCC2)c2c1C(=O)c1ccccc1C2=O	-3	10	·	12	-3	14	-2.5	-54	0.2
CC(NC(=O)OC1CCCCC1)N1C(=O)C2C3C=CC(C3)C2C1=O (stereo not given)	-6	-2	·	14	-2	9	1.4	3	-2.4
CCN(CC)S(=O)(=O)c1ccc(N2CCCC2)c(NC(=O)C2CSC3(C)CCC(=O)N23)c1 (stereo not given)	2	6	·	-4	0	2	-0.4	-2	-2.9
Cc1ccc(-c2cc(C(F)F)n3ncc(C(=O)Nc4cn(C)nc4C)c3n2)cc1	-4	6	·	-4	3	-2	0.3	3	-3.8
COc1ccc(C2/C=C\CN(S(=O)(=O)/C=C/c3ccccc3)CC(=O)N2Cc2ccc(F)cc2)cc1 (stereo not given)	1	-5	-1.6	8	2	-14	2.3	-4	-0.2
Cc1sc2ncnc(NCC3(N4CCOCC4)CCCCC3)c2c1C	7	13	-0.5	-3	1	-1	·	1	-3.5
CCN(CC(=O)Nc1c(F)cccc1F)C(=O)CCCOc1ccc(OC)cc1	15	5	2.1	-9	1	1	-1.7	6	-0.8
Cn1cc(S(=O)(=O)CC(=O)N2CCc3ccccc32)c2ccccc21	7	7	-1.0	10	2	9	0.5	-1	-2.3
CN(Cc1ccccc1)C(=O)CCS(=O)(=O)c1ccc2c(c1)NC(=O)CS2	7	1	41*	0	1	3	-0.2	·	0.4
COc1cc2c(cc1OC)C(C(=O)Nc1ccc(F)c(Cl)c1)CC(=O)N2 (stereo not given)	?	18	-1.1	13	-2	-3	-1.1	2	-0.2
Cn1c(N)c(C(=O)CSc2nn(-c3ccccc3)c(=S)s2)c(=O)n(C)c1=O	-1	0	0.2	15	-3	·	·	4	-10
CC(C)c1ccc(/C=N/NC(=O)c2cccc(Cl)c2)cc1	-8	12	·	11	-1	-13	-0.4	6	-0.6
COc1ccc(NS(=O)(=O)c2cccc(-c3nnc(-c4ccccc4)o3)c2)cc1	-3	1	·	6	3	-23	-0.5	14	-5.4
O=C(Nn1c(C2CC2)nc2ccccc2c1=O)c1ccco1	10	-4	-1.4	-3	0	4	-0.3	-2	-0.4
O=C(NCc1cccnc1)C1CCCN(S(=O)(=O)c2ccccc2)C1 (stereo not given)	8	0	1.0	4	-2	5	-2.4	11	-1.5
O=C(NCc1ccc(F)cc1)c1ccncc1	?	2	-1.1	-1	0	1	1.6	-3	-2.4
The list continues:
SMILES	BoNT-F LC inh	MazEF act	Mtb BioA inh	GDH-TPI counter	Mtb FBA inh	Rv3671c inh	UGM FP inh	PrPC surface inh	FadD28 FP inh
N#CC1=C(N)C(C#N)(C#N)[C@H](c2ccoc2)[C@H]2CN(Cc3ccccc3)CC=C12	-24	12	·	8	12	-3	1.6	-10	-6.6
O=C(Nc1ccc(-c2ccccc2)cc1)c1ccccc1	-11	6	-0.5	-4	1	-4	-0.9	-6	-2.4
COc1cc(C(=O)NC(=S)Nc2ccc(Cc3ccncc3)cc2)cc(OC)c1OC	4	-6	-7.1	0	-3	-37	-1.8	6	-2.7
O=C(COC(=O)CCC(=O)c1ccc(F)cc1)Nc1ccccc1	-1	1	·	-1	2	-10	4.0	5	-1.2
Cc1c(C)c2ccc(OCC(=O)Nc3ccc(CN4CCOCC4)cc3)cc2oc1=O	-3	2	0.2	10	47*	0	-0.9	7	0.3
CC(C)Oc1ccc(Cc2n[nH]c(=S)n2Cc2ccccc2)cc1Cl	-7	12	0.8	-8	-2	0	-1.0	-1	-13
C[C@H]1CCCCO[C@H](CN(C)S(=O)(=O)c2cn(C)cn2)[C@@H](C)CN([C@@H](C)CO)C(=O)c2cc(NS(=O)(=O)c3ccccc3)ccc2O1	0	-3	-2.1&-0.9	3	-4	·	·	2	-3.7
CCOc1ccc(N(CC(=O)Nc2ccccc2)S(C)(=O)=O)cc1	-4	-4	0.4	5	-3	2	-0.8	0	-0.6
C=CCc1cc(/C=C2/NC(=O)N(CC(=O)OC)C2=O)cc(OC)c1O	0	-16	0.1	32*	1	-12	4.3	-9	-0.6
Clc1nc2ccccc2nc1-c1ccccc1	-1	4	-0.8	8	-1	-3	2.1	1	-1.0
CC(C)CN(CCCNC(=O)CN1C(=O)COc2ccc(S(=O)(=O)N3CCCCCC3)cc21)CC(C)C	-4	14	0.7	8	2	-8	-2.2	-4	-2.4
CSC1=NCCN1C(=O)C12CC3CC(CC(C3)C1)C2	0	-9	·	1	4	0	0.1	-2	0.5
CC1CCN(S(=O)(=O)c2ccc(NC(=O)C3CSC4(C)CCC(=O)N34)cc2)CC1 (stereo not given)	·	-3	13	-4	-3	-1	0.6	-1	-4.0
Cn1c(SCC(=O)Nc2ccc(Br)cn2)nnc1C1CC1	24	-2	-1.4	0	3	8	0.2	-2	-0.8
Cc1ccc(NC(=O)CCNS(=O)(=O)c2ccccc2F)cc1S(=O)(=O)N1CCOCC1	8	-5	·	3	1	-1	2.4	5	-0.2
CC(C)Oc1ccc(S(=O)(=O)N2CCOCC2)cc1NC(=O)Cc1c(F)cccc1Cl	-2	-2	-0.1	-5	-1	6	0.9	1	-5.4
O=C(CSc1n[nH]c(-c2ccccn2)n1)Nc1ccc(F)cc1	4	-26	·	9	1	-7	-0.2	1	-2.5
COCCCn1c(=NC(=O)c2ccncc2)c(C#N)cc2c(=O)n3cccc(C)c3nc21	3	3	-2.8	7	+	-10	?	-12	-3.2
N#Cc1c(NC(=O)C2CC(Cl)=CCC2C(=O)O)sc2c1CCCCC2 (stereo not given)	-4	-20	·	2	8	-15	1.1	3	0.5
CCOc1ccc(S(=O)(=O)NCc2cccnc2)cc1C	-9	-4	-1.1	9	-5	-7	-2.2	5	-0.8
CC1CCCN(CCC(=O)Nc2ccccc2)C1 (stereo not given)	2	4	·	-6	0	4	-1.5	-8	-0.7
COC(=O)C1=CN(C(C)C)C=C(C(=O)OC)C1c1cccc(OC)c1	3	1	·	17	+	4	-1.5	5	-4.2
CCC1Sc2ccc(S(=O)(=O)CCC(=O)Nc3ccc(C(=O)OC)cc3)cc2NC1=O (stereo not given)	-10	0	0.6	0	0	7	0.4	1	-1.7

Whole records, quoted from the list:
CCC1Sc2ccc(S(=O)(=O)CCC(=O)Nc3ccc(C(=O)OC)cc3)cc2NC1=O (stereo not given) reads BoNT-F LC inh = -10; MazEF act = 0; Mtb BioA inh = 0.6; GDH-TPI counter = 0; Mtb FBA inh = 0; Rv3671c inh = 7; UGM FP inh = 0.4; PrPC surface inh = 1; FadD28 FP inh = -1.7
N#Cc1c(NC(=O)C2CC(Cl)=CCC2C(=O)O)sc2c1CCCCC2 (stereo not given) reads BoNT-F LC inh = -4; MazEF act = -20; Mtb BioA inh = ·; GDH-TPI counter = 2; Mtb FBA inh = 8; Rv3671c inh = -15; UGM FP inh = 1.1; PrPC surface inh = 3; FadD28 FP inh = 0.5
